D1 PAM: Potentiators of Human D1 Dopamine Receptor: qHTS; D(1A) dopamine receptor (Homo sapiens), P21728; HEK293 TREx D1 cells, calcium flux, dopamine EC20 potentiation; potentiation, % at 10 µM; hit rate 0.036% among 360,000; AID 504651, 2011; in the data active = potentiation above about 30%; note: 0% is about no effect
RXFP1 ag: qHTS Assay for Agonists of the Relaxin Receptor RXFP1; AID 2676, 2010; HEK293T-RXFP1 cAMP TR-FRET, 30 min; response scale: percent of porcine relaxin response, buffer zero; Relaxin receptor 1 (Homo sapiens), Q9HBX9; hit rate 0.3% among 370,000; Potency, µM (highest dose often 57.5 µM), for inactives: at the highest dose activation, actives largely listed as activators; note: potency is the fitted concentration of half-maximal effect; % is set by controls: 0 for no effect and ±100 for the full control effect; nearly all actives have a fitted effect of over 60% in size; many of its hits are not listed in these tables
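HEK293T cells stably expressing RXFP1 were pretreated with the PDE4 inhibitor Ro 20174, exposed to compounds for 30 min at 37C, lysed, and cAMP was read by TR-FRET. Data normalized to buffer (basal) and 29 nM porcine relaxin (100%).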
Glioma ERSR ind: qHTS for Inducers of the Endoplasmic Reticulum Stress Response (ERSR) in Human Glioma: qHTS. hit rate 0.02% among 420,000. AID 602332, 2012. Potency, µM, without a hit: at the top dose activation, most hits filed as activators. U87-MG GRP78 promoter luciferase reporter, 16 h; note: potency is the fitted concentration of half-maximal effect; series mostly up to about 76 µM; % of control where 0% means no effect; nearly all actives have a fitted effect of over 35% in size
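ERSR induction read as luciferase luminescence (Bright-Glo, 10 min at room temperature) in stably transfected human U87-MG glioma cells exposed to compounds for 16 h, using GRP78 as sensor.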
D1 antag: Antagonist of Human D 1 Dopamine Receptor: qHTS; D(1A) dopamine receptor (Homo sapiens), P21728; HEK293 TREx D1 cells, calcium flux, dopamine EC80; hits give low values; activity change, negative = inhibition, % at 10 µM; hit rate 3.2% among 360,000; in the data active = activity change below about -30%; note: % is set by controls: 0 for no effect and ±100 for the full control effect
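Cells carrying a force-coupled, tetracycline-inducible human D1 receptor report calcium flux. Each well gets a 10 s baseline, compound with 180 s monitoring, then an EC80 dopamine stimulus with a second 180 s kinetic read.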
D2 potentiator: HTS Assay for Positive Allosteric Modulators of the Human D2 Dopamine Receptor: Primary Screen for Potentiators. D(2) dopamine receptor (Homo sapiens), P14416. HEK293 T-REx D2, calcium flux, EC20 dopamine potentiation. hit rate 0.34% among 340,000. potentiation, % at 10 µM;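 active = potentiation over 3 SD above the plate norm, cut at about 30% in these data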; note: 0% is about no effect
Target sequence (P14416 whole entry, looked up): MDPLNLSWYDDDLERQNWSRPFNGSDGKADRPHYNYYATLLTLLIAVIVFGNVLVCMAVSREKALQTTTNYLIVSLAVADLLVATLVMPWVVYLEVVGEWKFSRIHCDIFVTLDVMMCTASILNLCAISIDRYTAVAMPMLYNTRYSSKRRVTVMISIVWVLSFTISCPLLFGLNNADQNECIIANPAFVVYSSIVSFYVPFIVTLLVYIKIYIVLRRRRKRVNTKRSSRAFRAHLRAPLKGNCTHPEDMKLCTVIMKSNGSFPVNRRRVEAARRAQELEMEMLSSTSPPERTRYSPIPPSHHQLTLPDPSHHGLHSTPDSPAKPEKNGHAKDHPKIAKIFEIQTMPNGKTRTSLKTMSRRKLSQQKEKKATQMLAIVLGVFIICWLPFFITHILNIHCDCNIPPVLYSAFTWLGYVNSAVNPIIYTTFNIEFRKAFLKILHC
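Potentiation of an EC20 dopamine calcium response is measured in a force-coupled, tetracycline-inducible Hek293 Trex D2 line. Compound-only kinetic reads over 180 s flag agonists before dopamine addition.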
Vif-APOBEC3G blk: qHTS for Inhibitors of Vif-A3G Interactions: qHTS; HeLa A3G-eYFP + Vif (tagged APOBEC3G with the HIV-1 protein that degrades it), YFP fluorescence, overnight; hit rate 0.076% among 410,000; Potency, µM (series often up to 46.1 µM), for inactives: top-dose activity, negative = active, hits mostly inhibitors; DNA dC->dU-editing enzyme APOBEC-3G (Homo sapiens), Q9HC16;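 note: potency is the fitted concentration of half-maximal effect; % is set by controls: 0 for no effect and ±100 for the full control effect; nearly all actives have a fitted effect of over 60% in size; hits raise eYFP signal because A3G escapes Vif-driven loss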
Target sequence (Q9HC16 whole entry, looked up): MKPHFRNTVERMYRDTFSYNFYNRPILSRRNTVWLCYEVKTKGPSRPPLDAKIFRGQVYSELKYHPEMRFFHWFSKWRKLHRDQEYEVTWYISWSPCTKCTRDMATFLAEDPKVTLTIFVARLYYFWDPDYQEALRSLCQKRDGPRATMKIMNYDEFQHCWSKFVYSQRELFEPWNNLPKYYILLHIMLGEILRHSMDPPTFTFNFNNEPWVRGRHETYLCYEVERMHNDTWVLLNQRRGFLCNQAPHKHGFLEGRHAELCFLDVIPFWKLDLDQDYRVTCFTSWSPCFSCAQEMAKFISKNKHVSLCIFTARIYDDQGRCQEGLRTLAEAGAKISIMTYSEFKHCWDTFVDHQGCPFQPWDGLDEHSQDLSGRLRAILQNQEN
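Read-out is eYFP fluorescence (Ex 488/Em 500-530) from Vif-expressing HeLa A3G-eYFP cells; more signal means A3G escaped Vif-mediated degradation. Cells plated overnight, compound pinned in, incubated overnight at 37 deg C.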
LDHA inh: qHTS assay for inhibitors of human lactate dehydrogenase; L-lactate dehydrogenase A chain (Homo sapiens), P00338; purified LDHA, NADH/diaphorase-resazurin fluorescence; hits give low values; activity change, % (values are at about 110 or 230 µM); hit rate 0.15% among 480,000; AID 1347041, 2019; in the data active = activity change below about -30%; inconclusive = mostly about -25% to -30%;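 note: plate controls were DMSO wells for no effect and wells without enzyme for full effect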
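Remaining NADH was detected by diaphorase (0.133 mg/mL) converting 37 µM resazurin to fluorescent resorufin, read at 0 and 20 minutes. The preceding 5-minute room-temperature reaction used 2 nM LDHA, 0.2 mM sodium pyruvate and 0.06 mM NADH at pH 7.4.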
D1 agonist: Allosteric Agonists of the Human D1 Dopamine Receptor: qHTS; D(1A) dopamine receptor (Homo sapiens), P21728; HEK293 T-REx D1 cells, calcium flux, agonist mode; activation, % at 2 µM; hit rate 1% among 360,000; AID 504660, 2011; in the data active = activation above about 30%; note: 0% is about no effect
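Tetracycline-induced HEK293 TREx D1 cells, force-coupled to calcium signalling, were dye-loaded with a no-wash calcium kit. Compound was pin-added after a 10 s baseline. Fluorescence was read kinetically at 1 cycle/s for 180 s, with calcium rises flagged as agonism.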
Vif-A3F inh: qHTS for Inhibitors of Vif-A3F Interactions: qHTS. HeLa A3F-eYFP + Vif (tagged APOBEC3F with the HIV-1 protein that degrades it), YFP fluorescence increase. Potency, µM (series often up to 46.1 µM), for the others: top-dose activity, negative = active. hit rate 0.2% among 390,000. AID 602313, 2012; note: potency is the fitted concentration of half-maximal effect; % of control where 0% means no effect; nearly all actives have a fitted effect of over 65% in size
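HeLa cells stably expressing A3F-eYFP plus Vif, plated and incubated overnight at 37 deg C, then exposed to compounds overnight at 37 deg C. Blocked degradation read as raised yellow fluorescence (Ex 488/Em 500-530).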
The depositor's hits bear a star; ? = inconclusive; · = no result given; & = joins results of further samples. Unless noted, calls come from the whole dose curve; as a rule, active = well fitted curve in the direction sought with a large enough effect; inconclusive = small, poorly fitted or top-dose-only effect, or another doubt; inactive = no such curve, though single readings can be large; an effect the other way counts as inactive or inconclusive. Not all compounds are listed; rates above refer to the full screens.

Values in the order: D1 PAM, RXFP1 ag, Glioma ERSR ind, D1 antag, D2 potentiator, Vif-APOBEC3G blk, LDHA inh, D1 agonist, Vif-A3F inh
FC(F)(F)c1cccc(N2CCN(C(=S)NCC3CCCO3)CC2)c1 (stereo not drawn)
  -5, 0.8%, -3%, -8, 3, 7%, 6, 8, 2%
COc1ccc(-n2nc(C(=O)Nc3ccc(Cl)cn3)c3c4ccccc4n(C)c3c2=O)cc1Cl
  4, -2.5%, -2%, -14, ·, 5%, -11, 1, 2%
COc1cc(C(Nc2ccc(S(=O)(=O)N3CCC(C)CC3)cc2)C(=O)NCC2CCCO2)cc(OC)c1OC (stereo not drawn)
  -9, -0.1%, 9%, 8, 1, -4%, 1, 1, 0%
CC(C)c1cccc(C(C)C)c1OC(=O)NC(=O)c1c(F)cccc1F
  -7, -0.1%, -4%, -9, -8, 1%, -1, 3, -9%
CC(C)C(=O)N1c2ncnn2C2(CCCCC2)[C@@H]2CCCC[C@@H]21
  1, -4.8%, -4%, 3, -13, 0%, -15, 4, 1%
CCSc1ncc(CO)c(N)n1
  1, -0.2%, -1%, 2, 16, 1%, -6, 2, -2%
COc1ccc(CCNC2CC(C)N(C)CC2C)cc1OC (stereo not drawn)
  -12, 1.6%, -1%, -22, -1, 0%, 1, 5, -19%
O=C(NCCc1ccc(C(F)(F)F)cc1)c1ccc2c(c1)OCO2
  -2, -0.3%, 0%, -20, -6, 1%, -3, 1, 1%
O=C1C=C(c2cc3ccccc3s2)C[C@@H](c2ccc(F)cc2)C1
  7, -0.2%, -2%, ·, -4, 0%, 0, -2, -2%
Cc1ccc(S(=O)(=O)n2nc(-c3ccco3)nc2N)cc1
  -2, -3.4%, -1%, 3, 8, -4%, -4, 9, -8%

(further entries)
Values in the order: D1 PAM, RXFP1 ag, Glioma ERSR ind, D1 antag, D2 potentiator, Vif-APOBEC3G blk, LDHA inh, D1 agonist, Vif-A3F inh
COc1cccc(NC(=O)CN2C(=O)COc3ccc(S(=O)(=O)N4CCOCC4)cc32)c1
  -6&-5, 1.6%&1.8%, -1%&-1%, -4&-19, -15&-11, -4%&-6%, -1&0, 3&1, -4%&1%
COc1cccc(-c2cc(C(=O)NC3CCCC3)c3ccccc3n2)c1
  ·, ·, -3%, ·, ·, -1%, -2&-4, ·, 1%
COc1ccccc1C(=O)N/N=C/c1ccc(Cl)s1
  -4, 0.1%, 4%, 2, 1, -2%, -1, 0, 3%
Cc1cc2n(n1)CCCN2C(=O)Nc1ccc(C)c(Cl)c1
  -4, -0.3%, ·, -4, -7, ·, -1, 4, ·
Cc1c(S(=O)(=O)N2CCCCC2)c(=O)n(C)c(=O)n1C
  0, 0.7%, -7%, 42, -3, 1%, -2, 2, 6%
O=S(=O)(c1ccccc1)c1nnn2c1nc(NC1CCN(Cc3ccccc3)CC1)c1ccccc12
  -2, 28%, -2%, 10, -2, 2%, -4, 1, -34%
CN(C)CCNC(=O)NC(=O)c1ccc(Cl)cc1
  -3, 1.6%, -1%, 4, 7, -2%, 0, 0, -3%
COc1cc(CCC(=O)OCC(=O)Nc2ccccc2F)cc(OC)c1OC
  -7, 0.7%, -2%, 3, ·, 0%, -1, 4, 5%
COC(=O)Cn1c(=NC(=O)C(C)(C)C)sc2c(C)cc(C)cc21
  -4, 4.5%, 1%, 8, 4, 0%, -2, -2, 1%
O=C(CC1SC(N2CCOCC2)=NC1=O)Nc1ccc(Cl)c(C(F)(F)F)c1 (stereo not drawn)
  ·, ·, -2%, ·, ·, -3%, -13, ·, 5%

The closing two records of the part above lead into the next:
Values in the order: D1 PAM, RXFP1 ag, Glioma ERSR ind, D1 antag, D2 potentiator, Vif-APOBEC3G blk, LDHA inh, D1 agonist, Vif-A3F inh
COC(=O)Cn1c(=NC(=O)C(C)(C)C)sc2c(C)cc(C)cc21
  -4, 4.5%, 1%, 8, 4, 0%, -2, -2, 1%
O=C(CC1SC(N2CCOCC2)=NC1=O)Nc1ccc(Cl)c(C(F)(F)F)c1 (stereo not drawn)
  ·, ·, -2%, ·, ·, -3%, -13, ·, 5%
O=C1c2cccc3c(N4CCOCC4)c([N+](=O)[O-])cc(c23)C(=O)N1c1cccc2ccccc12
  -6, -1.1%, -5%, -8, 6, 0%, -2, 6, 2%
Fc1ccc(Cn2c(-c3cccc(Br)c3)nc3ccccc32)cc1
  -3, 4.3%, -3%, ·, 4, 5%, 2, 19, -1%
Cc1nnc(SCC(=O)Nc2sc3c(c2C#N)CCCC3)[nH]c1=O
  1, 0.3%, -4%, 0, 13, 0%, -3, 0, -15%
O=C(CCSc1nnc(-c2ccco2)o1)Nc1ccccc1
  -3, 0.1%, -3%, 3, -29, 1%, -4, 4, 1%
COc1cccc(NC(=O)NNS(=O)(=O)c2ccc(OC)cc2OC)c1
  -2, -0.4%, -4%, 13, 8, 1%, -2, 3, 4%
C[C@H](CO)N1C[C@H](C)[C@@H](CN(C)C(=O)c2cnccn2)Oc2cc(C#CCC3CCCC3)ccc2S1(=O)=O
  ·, ·, -1%, ·, ·, 2%, 7, ·, -10%
O=C(Cn1nnc(-c2ccc(Cl)cc2)n1)NC(=O)NC1CCCC1
  ·, ·, -6%, ·, ·, -1%, -1, ·, 0%
Cc1cccc(N2CCN(C(=O)c3ccc4c(c3)OCCO4)CC2C)c1 (stereo not drawn)
  1, 5.2%, -8%, 1, -3, -2%, -7, 4, -11%
O=C(NCCc1ccccc1)C1CCCN1C(=O)Nc1ccccc1 (stereo not drawn)
  -2, 3.0%, -1%, -7, 0, 3%, -3, 4, -24%
Cc1ccc(C2CC(c3ccccc3)=NN2C(=O)CSc2nnc(-c3ccncc3)n2C)o1 (stereo not drawn)
  8, 0.5%, -2%, 5, -6, -1%, -5, 0, -5%

Another view of four compounds above:
Structure	D1 PAM	RXFP1 ag	Glioma ERSR ind	D1 antag	D2 potentiator	Vif-APOBEC3G blk	LDHA inh	D1 agonist	Vif-A3F inh
C[C@H](CO)N1C[C@H](C)[C@@H](CN(C)C(=O)c2cnccn2)Oc2cc(C#CCC3CCCC3)ccc2S1(=O)=O	·	·	-1%	·	·	2%	7	·	-10%
O=C(Cn1nnc(-c2ccc(Cl)cc2)n1)NC(=O)NC1CCCC1	·	·	-6%	·	·	-1%	-1	·	0%
Cc1cccc(N2CCN(C(=O)c3ccc4c(c3)OCCO4)CC2C)c1 (stereo not drawn)	1	5.2%	-8%	1	-3	-2%	-7	4	-11%
O=C(NCCc1ccccc1)C1CCCN1C(=O)Nc1ccccc1 (stereo not drawn)	-2	3.0%	-1%	-7	0	3%	-3	4	-24%

Continuation:
Values in the order: D1 PAM, RXFP1 ag, Glioma ERSR ind, D1 antag, D2 potentiator, Vif-APOBEC3G blk, LDHA inh, D1 agonist, Vif-A3F inh
O=C(Nc1ccc(Oc2ccc3ccccc3c2)cc1)c1ccco1
  -5, 0.1%, -4%, -7, ·, -13%, -3, 4, -3%
COc1ccc(C2C3C(=O)N(N(C)c4ncc(C(F)(F)F)cc4Cl)C(=O)C3ON2C)cc1 (stereo not drawn)
  -2, -1.4%, -3%, -31*, 3, -6%, 1, 5, 1%
CN(Cc1ccccc1)C(=O)C1CCN(Cc2cc3ccccc3n2Cc2ccccc2)CC1
  2, 1.3%, -2%, 12, 0, 5%, 2, 4, -7%
COC(=O)c1cc(NS(=O)(=O)c2ccc(C)c3ccccc23)ccc1N1CCOCC1
  4, 3.8%, -4%, -4, 3, 0%, 3, 7, 9%
O=C(CN1N=C(c2ccccc2)CCC1=O)NCc1ccco1
  4, 2.6%, ·, -3, 1, ·, ·, 1, ·
COc1ccc(Cl)cc1-c1nc(-c2ccncc2)no1
  4, 4.4%, 0%, 7, 0, 0%, -1, 1, -27%
O=C(CSc1cccc[n+]1[O-])c1ccc(Cl)cc1
  -2, -0.2%, -1%, -9, 3, 1%, -2, 1, ?
COc1ccc(C2SCC(=O)N2c2ccc(OC)cc2)cc1 (stereo not drawn)
  3, -1.5%, -2%, -7, -1, 0%, -6, 0, -2%
COc1ccc(C(=O)Nc2cc(OC)ccc2OC)cc1
  0, 0.8%, 2%, 6, 0, 0%, -5, 2, 2%
Cc1c(C)c2ccc(OC(C)C(=O)N[C@@H](Cc3c[nH]c4ccccc34)C(=O)O)c(C)c2oc1=O (stereo partly drawn)
  -7, -0.6%, 0%, -4, 7, 2%, -1, 3, 2%

(further entries)
Values in the order: D1 PAM, RXFP1 ag, Glioma ERSR ind, D1 antag, D2 potentiator, Vif-APOBEC3G blk, LDHA inh, D1 agonist, Vif-A3F inh
CCCn1c(=N)c(C(=O)NC2CCCC2)cc2c(=O)n3cc(C)ccc3nc21
  1, -0.2%, 0%, -9, -2, -4%, -6, 2, 0%
CN(C)CC(O)c1ccc(C=Cc2ccc(Cl)cc2)cc1 (stereo not drawn)
  ·, ·, 2%, ·, ·, 0%, -3, ·, -2%
Cc1cc(NC(=O)c2ccccc2)sc1C
  -7, 0.1%, -7%, 4, -14, 1%, -2, 1, -8%
CCCn1c(N2CCN(C(=O)Nc3ccccc3)CC2)nc2ccccc21
  -8, 2.3%, -4%, 0, 16, -4%, -5, 1, -1%

Assay outcomes as filed in PubChem.
